PG9 Ab binder: small molecules binding HIV-1 gp120 antibody PG9; TR-FRET gp120-PG9 antibody binding; inhibition, % at 6.7 µM; AID 624416; 0.43% of 360,000 active; in the data active = inhibition above about 8.5%
SMARCA2 activ: increases SMARCA2 function in MMTV reporter cells. MG213 cells, MMTV-luciferase reporter, dexamethasone, overnight. activation, % at 9.1 µM. 1% of 370,000 active. AID 652017; in the data active = activation above about 7.8%;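 note: 0% = vehicle wells and 100% = reference activator wells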
ADAM17 inh: ADAM17 inhibition, QFRET primary screen; 0.83% of 370,000 active; inhibition, % at 6.95 µM; P78536; recombinant ADAM17, EDANS/DABCYL FRET peptide cleavage;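 active = inhibition above the mean of compounds lying between control limits plus 3 SD, set per campaign, cut at about 8.5% in these data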;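 note: 0% = DMSO-only wells as the low control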
NPR1 activator: GC-A (human) enzyme activation. P16066. activation, % at 10 µM. HEK293 GC-A cells, cGMP TR-FRET, EC30 ANP; 0% at EC30 ANP, 100% saturating ANP. 0.14% of 370,000 active; in the data active = activation above about 40%
Target sequence (P16066 whole entry, looked up): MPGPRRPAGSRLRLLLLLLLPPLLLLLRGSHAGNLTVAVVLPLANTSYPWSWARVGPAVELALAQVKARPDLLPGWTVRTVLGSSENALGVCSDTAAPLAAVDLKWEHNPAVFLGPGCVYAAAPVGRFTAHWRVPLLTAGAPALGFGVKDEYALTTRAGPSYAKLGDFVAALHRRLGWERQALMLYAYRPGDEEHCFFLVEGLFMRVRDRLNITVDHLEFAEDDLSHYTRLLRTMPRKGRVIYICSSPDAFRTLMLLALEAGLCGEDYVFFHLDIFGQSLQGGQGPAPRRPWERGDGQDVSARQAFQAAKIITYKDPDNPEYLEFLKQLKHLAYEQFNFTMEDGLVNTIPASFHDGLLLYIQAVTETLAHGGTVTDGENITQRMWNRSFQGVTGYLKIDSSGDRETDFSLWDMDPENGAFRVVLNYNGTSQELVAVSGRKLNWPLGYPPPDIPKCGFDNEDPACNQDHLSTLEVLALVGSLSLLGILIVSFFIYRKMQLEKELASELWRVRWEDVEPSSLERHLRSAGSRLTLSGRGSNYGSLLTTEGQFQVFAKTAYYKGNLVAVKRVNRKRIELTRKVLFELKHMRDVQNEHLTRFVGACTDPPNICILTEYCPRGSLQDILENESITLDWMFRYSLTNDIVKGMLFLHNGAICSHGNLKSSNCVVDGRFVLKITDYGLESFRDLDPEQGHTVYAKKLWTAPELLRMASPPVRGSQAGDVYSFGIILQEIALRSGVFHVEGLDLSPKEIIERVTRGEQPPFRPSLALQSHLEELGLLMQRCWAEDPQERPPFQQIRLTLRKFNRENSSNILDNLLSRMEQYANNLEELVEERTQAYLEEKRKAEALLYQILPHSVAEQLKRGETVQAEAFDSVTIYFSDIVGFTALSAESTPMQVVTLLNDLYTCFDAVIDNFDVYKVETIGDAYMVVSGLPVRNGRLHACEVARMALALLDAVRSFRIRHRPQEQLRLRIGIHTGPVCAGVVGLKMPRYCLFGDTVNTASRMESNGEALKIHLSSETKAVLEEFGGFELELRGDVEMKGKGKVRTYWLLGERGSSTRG
DAX1 inh-1: inhibits human nuclear receptor DAX1; P51843; HEK293 Gal4-DAX1 luciferase reporter, luminescence; inhibition, % at 6.75 µM; 0.99% of 340,000 active; AID 504766;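 active = inhibition above the mean over all tested compounds plus 3 SD, cut at about 4.2% in these data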;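 note: 0% = DAX1-transfected cells with DMSO and 100% = empty-vector control cells with DMSO; inhibition shows as a rise in luminescence from relieved DAX1 repression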
hgDAF-12 ag: hgDAF-12 agonism, primary luciferase screen; 1.8% of 370,000 active; AID 687014; HEK293 GAL4-hgDAF12 UAS-luciferase reporter, agonist luminescence; normalized to butyrate control; activation, % at 6.8 µM;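 active = activation above a cutoff set at the mean of all screened compounds plus 3 SD, cut at about 10% in these data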;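 note: 0% = DMSO wells and 100% = sodium butyrate wells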
DAX1 inh-2: blocks DAX1 repression of SF-1 activated StAR promoter; 1.1% of 370,000 active; HEK293T StAR-luciferase reporter, SF-1/DAX-1 repression relief; inhibition, % at 6.8 µM; AID 652010;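 active = inhibition above the mean over all tested compounds plus 3 SD, cut at about 3.6% in these data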;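 note: 0% = DAX-1 cells with DMSO and 100% = cells lacking DAX-1 with DMSO; higher inhibition means more luminescence from relief of DAX-1 repression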
ssDAF-12 act: activates DAF-12 receptor from parasite S. stercoralis | HEK293 ssDAF-12/GRIP1 lit1-tk-luc reporter, luminescence; % of 3 µM dafachronic acid response | activation, % at 6.8 µM | 1% of 370,000 active;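 active = activation above the mean over all tested compounds plus 3 SD, cut at about 0.9% in these data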;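 note: 0% = DMSO-only wells and 100% = 3 µM delta7-dafachronic acid wells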
ADAM10 inh: ADAM10 inhibition, QFRET primary screen. O14672. recombinant ADAM10, EDANS/DABCYL FRET peptide cleavage, 3 h. inhibition, % at 7 µM. 0.62% of 370,000 active. AID 720582;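 active = inhibition above a per-campaign cutoff equal to the mean of compounds falling between control-based bounds plus 3 SD, cut at about 20% in these data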;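 note: 0% = DMSO wells while the 100% control is not disclosed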
hcDAF12 agonist: activates DAF-12 receptor from parasite H. contortus; activation, % at 6.8 µM; 1.4% of 370,000 active; HEK293 hcDAF-12 lit1-tk-luc reporter, luminescence; 0% DMSO, 100% Δ7-dafachronic acid;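 active = activation above the mean of all tested compounds plus 3 SD, cut at about 5.5% in these data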;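 note: 100% = response to 3 µM Δ7-dafachronic acid high control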
GAA850 FXN act: increases GAA850 frataxin promoter reporter activity | HEK293 lucGAA850 FXN promoter luciferase reporter, 24 h; percent of 10 µM SAHA response | activation, % at 6 µM | 0.56% of 360,000 active | AID 540364;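 active = activation above the average of all compounds screened plus 3 SD, cutoff fixed separately per campaign, cut at about 7.5% in these data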;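 note: 0% = DMSO wells and 100% = 10 µM SAHA wells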
An asterisk follows results filed as active; i = inactive; · = not tested or not shown. Compounds as they come; about 6.8% have a hit in one of these screens.

Preview, five compounds:
SMILES | PG9 Ab binder | SMARCA2 activ | ADAM17 inh | NPR1 activator | DAX1 inh-1 | hgDAF-12 ag | DAX1 inh-2 | ssDAF-12 act | ADAM10 inh | hcDAF12 agonist | GAA850 FXN act
O=C(CSc1ccccc1)NC(=O)NCc1ccccc1 | -1.4 | 0 | -2 | 4 | -0.3 | 3.6 | 0.0 | -1.1 | 6 | 1.8 | 0.0
O=C(CCN1CCN(Cc2ccccc2)CC1)NNC(=O)c1cc2ccccc2o1 | -0.1 | -1 | -3 | -3 | 0.3 | -1.8 | -0.3 | -0.9 | -23 | -0.4 | -0.9
CCc1nc2c3cnn(-c4cc(Cl)ccc4C)c3ncn2n1 | 0.9 | -2 | 5 | -9 | 1.7 | 0.2 | 0.3 | -1.3 | -5 | 1.7 | 1.3
O=c1c2ccccc2nnn1CCO | -1.1 | 1 | -4 | 0 | -0.2 | -0.1 | 0.2 | -1.5 | 0 | 0.7 | 0.9
CC1CCCN(S(=O)(=O)c2ccc(CN3C(=O)c4cccnc4C3=O)cc2)C1 (stereo not given) | -1.4 | -1 | -4 | 1 | 1.7 | -1.7 | 3.8* | -1.1 | -1 | -1.4 | 1.1

Main list, repeating the preview:
SMILES | PG9 Ab binder | SMARCA2 activ | ADAM17 inh | NPR1 activator | DAX1 inh-1 | hgDAF-12 ag | DAX1 inh-2 | ssDAF-12 act | ADAM10 inh | hcDAF12 agonist | GAA850 FXN act
O=C(CSc1ccccc1)NC(=O)NCc1ccccc1 | -1.4 | 0 | -2 | 4 | -0.3 | 3.6 | 0.0 | -1.1 | 6 | 1.8 | 0.0
O=C(CCN1CCN(Cc2ccccc2)CC1)NNC(=O)c1cc2ccccc2o1 | -0.1 | -1 | -3 | -3 | 0.3 | -1.8 | -0.3 | -0.9 | -23 | -0.4 | -0.9
CCc1nc2c3cnn(-c4cc(Cl)ccc4C)c3ncn2n1 | 0.9 | -2 | 5 | -9 | 1.7 | 0.2 | 0.3 | -1.3 | -5 | 1.7 | 1.3
O=c1c2ccccc2nnn1CCO | -1.1 | 1 | -4 | 0 | -0.2 | -0.1 | 0.2 | -1.5 | 0 | 0.7 | 0.9
CC1CCCN(S(=O)(=O)c2ccc(CN3C(=O)c4cccnc4C3=O)cc2)C1 (stereo not given) | -1.4 | -1 | -4 | 1 | 1.7 | -1.7 | 3.8* | -1.1 | -1 | -1.4 | 1.1
CCN(CC(=O)Nc1ccc(NC(C)=O)cc1)C(=O)c1ccccc1Sc1ccccc1C#N | 0.5 | -2 | -1 | -1 | -0.4 | -0.6 | 0.3 | -1.0 | -11 | -2.0 | -0.5
COc1cc(/C=c2\s/c(=C(/C#N)C(=O)N3CCCC3)n(-c3ccccc3)c2=O)ccc1O | -2.1 | 1 | -2 | 3 | 0.7 | 0.2 | 0.1 | -0.5 | 0 | -1.3 | -0.2
COc1ccccc1NC(=S)Nc1ccc2cn[nH]c2c1 | 0.5 | -2 | -8 | -3 | 2.5 | 4.2 | 0.5 | -0.2 | -14 | 3.4 | 0.8
Cn1c(SCC(=O)Nc2nccs2)nnc1C1CC1 | -3.7 | 2 | -2 | 1 | 1.2 | -1.5 | -0.5 | -0.3 | -5 | -0.3 | -0.2
CCOc1ccc(NC(=O)c2cc3c(C)nc4ccccc4c3o2)cc1 | -1.8 | -2 | 0 | 3 | 1.2 | 0.7 | 0.3 | -0.9 | -3 | -2.5 | -0.3
O=C1NC(c2ccccc2OC(F)F)Oc2ccccc21 (stereo not given) | -0.6 | -1 | -22 | 1 | -0.1 | 1.6 | 0.0 | -1.6 | -68 | 1.5 | -0.3
Cc1ccc(S(=O)(=O)N(C)CC(=O)NCCCc2ccccc2)cc1 | 3.0 | -2 | -3 | 6 | -0.8 | -2.0 | -0.7 | -1.3 | 6 | -1.3 | -1.3
CCN(CC)S(=O)(=O)c1ccc(C)c(NC(=S)N2CCN(Cc3ccc4c(c3)OCO4)CC2)c1 | -1.8 | -4 | 3 | 2 | -1.1 | -2.8 | -2.0 | -2.1 | 4 | -2.5 | -0.6
CCOc1cc(C(=O)Nc2ccc(C)cc2O)ccc1OCC(=O)N1CCOCC1 | -1.8 | -3 | -2 | -3 | 1.5 | 2.6 | 1.6 | -0.5 | -11 | 3.8 | 1.6
COc1cccc(CNC(=O)C2CCN(S(=O)(=O)c3ccc4c(c3)NC(=O)C(C)S4)CC2)c1 (stereo not given) | 0.3 | 1 | 0 | -2 | -0.3 | -1.8 | -0.9 | -1.5 | 2 | -3.4 | -3.8
O=C(c1ccco1)N1CCN(C(=O)c2ccc(-c3cccc(C(F)(F)F)c3)o2)CC1 | 1.5 | -1 | -1 | 13 | -0.8 | -0.1 | 0.3 | -1.3 | 7 | -3.1 | 2.7
COc1cccc(NC(=O)CCN2CCC(C(N)=O)CC2)c1 | 0.0 | 0 | -3 | 3 | 2.9 | 1.4 | -0.4 | -1.0 | 0 | -1.6 | 1.0
COc1ccccc1C(CNC(=O)c1cccc(S(=O)(=O)Nc2ccc(F)cc2)c1)N(C)C (stereo not given) | 0.4 | -1 | 2 | -3 | -1.1 | 0.2 | 0.3 | -0.9 | 5 | 0.5 | -1.3
COc1cc(CO)ccc1OCc1ccc(Cl)nc1 | 0.1 | 4 | -3 | 1 | 3.7 | 11* | 0.4 | 1.3* | 1 | 2.8 | 2.7
O=C1CC(NC(=O)c2ccc(Cl)cc2)C(=O)N1 (stereo not given) | -2.0 | -3 | -1 | 4 | -0.1 | -0.9 | -0.1 | -0.7 | 10 | 0.8 | 1.6
CCOc1ccc(NC(=O)c2cc(C3CC3)nc3c2cnn3C(C)C)cc1OC | -1.3 | -1 | 4 | 2 | 0.1 | -0.5 | -0.3 | -1.5 | -2 | -2.4 | -0.2
CN(C)S(=O)(=O)NCC1CCCN(Cc2cc3ccccc3s2)C1 (stereo not given) | 4.2 | -4 | -1 | 3 | -0.7 | -4.6 | 0.0 | -1.0 | -8 | -0.7 | 2.1
CC(C)CNC(=O)C(=O)NCc1ccccc1 | 0.2 | -1 | -4 | 5 | 1.6 | 0.8 | -0.4 | -1.6 | -4 | -1.1 | 1.9
CCOC(=O)C1(C(=O)OCC)CC1c1ccccc1 (stereo not given) | -0.7 | 1 | -2 | 2 | 1.6 | -1.5 | -1.0 | -1.0 | -2 | 0.3 | 0.7
O=C(CSC1=NCCS1)NC(c1ccccc1)c1ccccc1 | 0.1 | -1 | -1 | -3 | -0.7 | -1.1 | 0.1 | -1.1 | 3 | -0.4 | 6.4
SMILES | PG9 Ab binder | SMARCA2 activ | ADAM17 inh | NPR1 activator | DAX1 inh-1 | hgDAF-12 ag | DAX1 inh-2 | ssDAF-12 act | ADAM10 inh | hcDAF12 agonist | GAA850 FXN act
COc1ccc(NC(=O)N2CCc3ccccc3C2)cc1OC | -1.1 | -1 | -4 | 1 | 0.6 | 2.0 | -0.5 | -1.1 | -6 | -1.0 | 2.2
CCCN1/C(=C(\C#N)C2=NS(=O)(=O)c3ccccc32)N(C)c2ccccc21 | 1.4 | -1 | 1 | -4 | 0.6 | 3.8 | 2.2 | -0.9 | -15 | -1.0 | 3.0
CCn1c(=O)c(C(=O)CC#N)c(N)n(Cc2ccccc2)c1=O | 0.6 | -3 | -2 | 13 | 4.9* | -3.0 | 0.6 | -0.9 | -9 | -2.1 | 2.3
CCOC(=O)N1CCN(Cc2ccc(O)c3ncccc23)CC1 | -1.2 | 1 | 1 | 6 | · | -1.9 | 0.8 | -1.7 | 14 | 0.5 | ·
Cc1ccc(NC2=NCCC2)cc1Cl | 0.6 | -3 | 2 | 2 | 0.1 | 0.2 | -0.7 | -0.8 | 8 | -1.4 | 2.2
Cc1ccc(-n2c(C)cc(/C=N/NC(=O)Cn3c4ccccc4c(=O)c4ccccc43)c2C)cc1 | -0.3 | -1 | -404 | 2 | -0.3 | -0.7 | 0.1 | -1.3 | i | 1.4 | -2.1
CCOC(=O)C1CCN(C(=O)c2cccc(Cl)c2)CC1 | -0.5 | 1 | -1 | 3 | -0.2 | 1.5 | -0.1 | -0.8 | -4 | -0.6 | -1.7
COc1cc(/C=N/N2CCOCC2)ccc1OCc1ccc(Cl)cc1 | 1.2 | 1 | -3 | -1 | 1.4 | 9.9 | 3.4 | -0.5 | 2 | 3.0 | 2.9
CCC(C)C1NC(=S)N(Cc2ccccc2)C1=O (stereo not given) | 0.5 | -1 | -3 | 3 | 0.8 | -2.4 | 0.7 | -1.0 | -6 | -1.5 | 1.2
Cc1cccc(OCCCC(=O)N2CCCc3ccccc32)c1C | -1.1 | -1 | -1 | -8 | -0.9 | -1.4 | -0.4 | -1.1 | 3 | 0.3 | 0.5
Cc1ccc2nc3n(c(=O)c2c1)-c1ccccc1C(=O)NC3Cc1ccc(O)cc1 (stereo not given) | 1.4 | -1 | 8 | -7 | · | -2.1 | 0.5 | -1.1 | 12 | -0.8 | ·
CCCC(=O)N1N=C(c2ccccc2)CC1c1cn(C)c2ccccc12 (stereo not given) | -0.1 | -1 | -1 | -10 | -0.2 | -0.2 | 0.1 | -1.5 | -10 | 8.1* | 0.9
Cc1ccccc1NC(=O)O[C@H]1CC[C@@]23CCCN2C(=O)CCC[C@H]3[C@H]1C | · | · | -7 | 1 | · | 1.1 | · | -1.4 | -6 | -1.5 | ·
O=C(/C=C/c1ccc(N2CCC(c3ccccc3)=N2)cc1)c1ccccc1 | -2.0 | 3 | -5 | 6 | · | 2.1 | -0.4 | -1.8 | -3 | 0.3 | ·
CC(C)N(C(=O)COC(=O)[C@H](C)NC(N)=O)c1ccccc1 | 1.9 | -1 | -4 | -2 | 0.6 | -1.0 | -0.2 | -1.6 | 4 | -2.2 | 0.5
O=C(NCC(c1ccco1)N1CCCCC1)c1cccc(S(=O)(=O)Nc2ccc(F)cc2)c1 (stereo not given) | -0.6 | -2 | -3 | -3 | -1.4 | 4.4 | -0.2 | -1.0 | 1 | -1.5 | -1.0
O=C1C(Cl)=C(NCCc2ccccc2)C(=O)c2ccccc21 | -1.4 | 7 | 0 | 4 | -2.3 | 1.6 | -0.8 | 0.0 | 2 | 1.0 | 2.5
O=C(CCNS(=O)(=O)c1ccc(F)cc1)N1CCN(c2ncccn2)CC1 | -1.2 | -2 | -4 | 0 | 0.3 | -0.8 | -0.9 | -0.6 | -9 | 1.5 | -0.1
CC1CN(C(=O)c2cccs2)CCN1C(=O)c1cccs1 (stereo not given) | -2.0 | -4 | -2 | 0 | 0.5 | 1.3 | 0.1 | -1.2 | -3 | 0.7 | 1.5
COc1ccccc1CNC(=O)CCNS(=O)(=O)/C=C/c1ccc(C)cc1 | 1.5 | -2 | -8 | -1 | 1.0 | 0.7 | -0.3 | -1.1 | -5 | -1.8 | 0.1
Cc1ccnc(N/C=C(\C#N)c2nc(-c3cccc(Br)c3)cs2)c1 | 2.5 | -1 | -39 | 6 | -1.9 | -2.6 | 0.0 | -1.3 | -95 | -1.3 | 2.3
Cc1ccc(C)c(NC(=O)C2CCCN(S(=O)(=O)c3ccc4[nH]c(=O)ccc4c3)C2)c1 (stereo not given) | 16* | -2 | 2 | -2 | 1.2 | 4.0 | 1.5 | -0.7 | 8 | 1.7 | -0.1

From PubChem BioAssay
